aGlu spleen mod – qHTS Assay for Inhibitors and Activators of Human alpha-Glucosidase From Spleen Homogenate; Lysosomal alpha-glucosidase (Homo sapiens), P10253; human spleen homogenate, 4-MU-alpha-glucoside fluorescence; 240,000 compounds, 0.006% hits; Potency, µM (highest dose often 79.9 µM), for inactives: at the top dose activity change, negative = inhibition, hits mostly inhibitors;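 also: 0% = enzyme with vehicle and -100% = no enzyme basal signal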
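Compounds were titrated against alpha-glucosidase in spleen homogenate at pH 5.0, with 1 mM 4-methylumbelliferyl substrate for 40 min at 37 C. Reactions were quenched with pH 10 NaOH/glycine and fluorescence measured.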
GLA spleen mod – qHTS Assay for Inhibitors and Activators of Human alpha-Galactosidase From Spleen Homogenate. Alpha-galactosidase A (Homo sapiens), P06280. human spleen homogenate, 4MU-alpha-Gal fluorescence, 40 min. Potency, µM (titrated, usually from 80 µM), for the others: top-dose activity change, negative = inhibition, most hits filed as inhibitors. 240,000 compounds, 0.008% hits. AID 2107, 2009;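 also: 0% = enzyme with vehicle and -100% = no enzyme basal signal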
Target sequence (P06280 32-429 limits assumed): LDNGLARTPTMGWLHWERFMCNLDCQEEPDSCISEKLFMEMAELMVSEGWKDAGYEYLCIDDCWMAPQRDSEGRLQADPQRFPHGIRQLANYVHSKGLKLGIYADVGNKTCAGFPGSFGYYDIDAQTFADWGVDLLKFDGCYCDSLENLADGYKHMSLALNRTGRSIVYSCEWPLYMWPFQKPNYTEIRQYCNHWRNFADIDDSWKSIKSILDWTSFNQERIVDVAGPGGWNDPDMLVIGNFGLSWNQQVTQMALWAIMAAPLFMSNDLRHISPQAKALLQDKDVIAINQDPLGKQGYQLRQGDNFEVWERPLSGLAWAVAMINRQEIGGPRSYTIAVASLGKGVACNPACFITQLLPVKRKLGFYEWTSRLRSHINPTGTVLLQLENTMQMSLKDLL
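Spleen homogenate 1 ug + cpd (titration) + 4-MU-alpha-D-galactopyranoside 1 mM; 37C 40 min; 50 mM citrate/phosphate pH 5.0, 0.01% Tween-20; stop pH 10; fluorescence 365/440; AC50 via Hill.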
RGS12 GoLoco inh – qHTS Assay for Inhibitors of RGS12 GoLoco Motif Activity (Red Fluorophore) | Guanine nucleotide-binding protein G(i) subunit alpha-1 (Homo sapiens), P63096 | Gai1:RGS12 GoLoco peptide FP, rhodamine, 10 min | Potency, µM (top dose mostly 61.6 µM), for inactives: top-dose activity, negative = inhibition, hits mostly inhibitors | 230,000 compounds, 0.44% hits | AID 880, 2007; active = well fitted inhibition curve with a large enough effect, not every such curve was filed as active; inactive = no such curve, though single readings can be large or run the other way; also: % is scaled to controls: 0 for no effect and ±100 for the full control effect; nearly all actives have a fitted effect of over 30% in size; many of its hits are not listed in these tables
GAA inh – qHTS Assay for Inhibitors of Human alpha-Glucosidase as a Potential Chaperone Treatment of Pompe Disease; 200,000 compounds, 0.005% hits; Potency, µM (doses to about 76.9 µM), for inactives: at the highest dose activity change, negative = inhibition, most hits filed as inhibitors; AID 1466, 2008; purified human GAA, 4-MU-alpha-glucoside fluorescence;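 also: plate controls were uninhibited enzyme wells for no effect and no-enzyme background for full effect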
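Human enzyme at 4 nM with 400 uM 4-methylumbelliferyl-alpha-D-pyranoside, citrate/phosphate buffer pH 5.0, 0.005% Tween-20, 20 min at room temperature. Compounds up to 77 uM. 4-MU fluorescence (Ex 365/Em 440) read after NaOH/glycine stop; AC50 from Hill fit.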
ALDH1A1 block – qHTS Assay for Inhibitors of Aldehyde Dehydrogenase 1 (ALDH1A1); AID 1030, 2008; 220,000 compounds, 7.3% hits; Aldehyde dehydrogenase 1A1 (Homo sapiens), P00352; Potency, µM (doses to about 75.3 µM), inactives show top-dose activity, negative = inhibition, hits mostly inhibitors; Purified ALDH1A1, NADH fluorescence, propionaldehyde substrate; active = well fitted inhibition curve with a large enough effect, not every such curve was filed as active; inconclusive = small, poorly fitted or top-dose-only effect, or another doubt; inactive = no such curve, though single readings can be large or run the other way;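 also: plate controls were no enzyme wells and a reference inhibitor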
Target sequence (P00352 whole entry, looked up): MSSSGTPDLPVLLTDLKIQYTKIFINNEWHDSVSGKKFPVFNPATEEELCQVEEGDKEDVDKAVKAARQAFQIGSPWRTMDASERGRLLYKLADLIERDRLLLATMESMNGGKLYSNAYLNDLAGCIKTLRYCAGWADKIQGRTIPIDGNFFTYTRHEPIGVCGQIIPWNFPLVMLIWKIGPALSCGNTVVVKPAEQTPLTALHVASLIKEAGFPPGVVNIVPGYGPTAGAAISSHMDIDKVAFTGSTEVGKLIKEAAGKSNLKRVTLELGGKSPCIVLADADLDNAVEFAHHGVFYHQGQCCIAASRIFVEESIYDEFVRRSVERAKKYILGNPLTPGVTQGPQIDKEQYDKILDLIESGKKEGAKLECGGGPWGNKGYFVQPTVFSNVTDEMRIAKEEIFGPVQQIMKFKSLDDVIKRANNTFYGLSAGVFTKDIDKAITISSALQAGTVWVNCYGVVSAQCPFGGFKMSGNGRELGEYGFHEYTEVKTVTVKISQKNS
SMN2 splice enh – qHTS Assay for Enhancers of SMN2 Splice Variant Expression | HEK293 SMN2-luciferase splicing reporter, luminescence, 30-36 h | Potency, µM (doses to about 46.1 µM), for inactives: top-dose activity change, positive = activation, usual class: activators | 210,000 compounds, 2.8% hits; also: % of control where 0% means no effect; nearly all actives have a fitted effect of over 55% in size
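qHTS luciferase splicing reporter: luminescence rises when SMN2 exon 7 is included in transfected HEK293 cells. Compound exposure lasted 30-36 h at 37C, with 4.5 mM final sodium butyrate as control, followed by a ONE-Glo read.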
JMJD2E inh – qHTS Assay for Inhibitors of Human Jumonji Domain Containing 2E (JMJD2E); Lysine-specific demethylase 4E (Homo sapiens), B2RXH2; JMJD2E catalytic domain, FDH-coupled NADH fluorescence (FDH is formaldehyde dehydrogenase); Potency, µM (doses to about 57.1 µM), without a hit: top-dose activity change, negative = inhibition, hits mostly inhibitors; 230,000 compounds, 1.6% hits; AID 2147, 2009; active = well fitted inhibition curve with a large enough effect, not every such curve was filed as active; inconclusive = small, poorly fitted or top-dose-only effect, or another doubt; inactive = no such curve, though single readings can be large or run the other way;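 also: 0% = wells with enzyme and -100% = buffer wells without enzyme; nearly all actives have a fitted effect of over 50% in size; many of its hits are not listed in these tables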
GAA glycogen mod – qHTS Assay for Inhibitors and Activators of Human alpha-Glucosidase Cleavage of Glycogen. Potency, µM (series often up to 76.4 µM), for the others: at the top dose activity change, negative = inhibition, hits mostly inhibitors. recombinant GAA, glycogen substrate, Amplex Red glucose oxidase fluorescence. Lysosomal alpha-glucosidase (Homo sapiens), P10253. AID 2100, 2009. 300,000 compounds, 0.38% hits;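 also: 0% = full enzyme reaction and -100% = no-enzyme basal signal; the screen sought inhibitors and activators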
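qHTS, 1536-well; enzyme 4 nM final; cpd up to 77 uM; substrate bovine liver glycogen 30 ug; 50 mM citrate/phosphate pH 5.0, 0.01% Tween-20; 37 C, 40 min; Amplex Red detection 45 min RT; Hill fit → AC50.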
Starred values were filed as active, the others as inactive; ? = inconclusive; . = no result given; [ ] = another dose, or the depositor's remark. Unless noted, calls follow the shape of the dose curve; as a rule, active = well fitted curve in the direction sought with a large enough effect; inconclusive = small, poorly fitted or top-dose-only effect, or another doubt; inactive = no such curve, though single readings can be large; an effect the other way counts as inactive or inconclusive. Potency is read from the fitted curve at half-maximal effect. Only part of the results is shown; rates above refer to the full screens.

SMILES	aGlu spleen mod	GLA spleen mod	RGS12 GoLoco inh	GAA inh	ALDH1A1 block	SMN2 splice enh	JMJD2E inh	GAA glycogen mod
S=C(N/N=C/c1cccs1)NC1CC2CCC1C2 (configuration not stated)	-1%	-10%	12%	-6%	18µM*	.	6%	5%
O=C(c1cccc(C(=O)N2CCc3ccccc32)n1)N1CCc2ccccc21	-4%	1%	-3%	?	?	-22%	-8%	-15%
Cc1ccc(S(=O)(=O)N2CCCC2C(=O)Nc2nccs2)cc1 (configuration not stated)	-7%	-7%	-3%	6%	-1%	1%	-3%	1%
Cc1cc(C)c(C)c(S(=O)(=O)NCC(=O)NCc2ccco2)c1C	0%	-2%	10%	-3%	-6%	12%	4%	5%
O=C(NCC1CCCN(C(=O)c2cscn2)C1)c1ccc(-c2ccccc2)cc1 (configuration not stated)	-7%	-12%	-2%	10%	5%	.	3%	14%
NS(=O)(=O)c1ccc(CCNC(=O)CSc2nc3ccsc3c(=O)n2CCCCCC(=O)O)cc1	9%	8%	2%	1%	9%	0%	-7%	0%
CCN(CC)C(=O)c1c([N+](=O)[O-])c(C(C)(C)C)nn1C	-6%	-1%	0%	-19%	15%	1%	7%	-3%
COc1cc(OC)cc(C(=O)NNC(=O)c2ccccn2)c1	-1%	2%	5%	1%	-4%	.	?	-9%
CCOc1ccccc1NC(=O)Nc1ccon1	0%	6%	4%	.	.	.	5%	-8%
CCCCOC(=O)Cn1c(=O)c2c(nc(Br)n2Cc2ccccc2)n(C)c1=O	7%	7%	-3%	-7%	-9%	-8%	4%	-4%
COC(=O)c1ccc(CSc2nc3ccccc3c(=O)n2-c2cccc(OC)c2)o1	0%	1%	1%	?	-11%	3%	?	-2%
N#CC1=C(N)Oc2c(sc3ccccc23)C1c1ccco1 (configuration not stated)	-3%	3%	24%	-13%	?	-27%	?	?
Cc1nnsc1C(=O)NNc1ccc(Cl)cc1	0%	7%	6%	-9%	-6%	.	-3%	-3%
CC1CSc2n(-c3cccc(C(F)(F)F)c3)cc(-c3ccccc3)[n+]21 (configuration not stated)	-3%	3%	1%	1%	1%	-24%	-18%	1%
Cc1nc(N)sc1-c1csc(NCc2ccccc2)n1	-13%	-12%	160%[activator]	-6%	2.2µM*	-19%	?	?
CCC(=O)Nc1ccc(N/C(N)=N/c2nc(C)cc(C)n2)cc1	3%	4%	1%	-5%[15.4 µM]	-4%	.	-7%	6%
COc1ccccc1N1Cc2ccccc2C1	3%	5%	70%[activator]	-12%	8.9µM*	6%	-23%	-8%
Cc1ccc(-c2ccc(=O)n(CC(=O)N3CCN(c4cc(Cl)ccc4C)CC3)n2)cc1	-4%	4%	10%	-6%	10%	-22%	?	-3%
Cc1ccc2[nH]c(=O)c(CN(Cc3cccnc3)Cc3nnnn3CCN3CCOCC3)cc2c1	-6%	-5%	6%	7%	?	-4%	?	-2%
COc1ccc(OC)c(C(c2nnnn2C2CCCC2)N2CCN(c3ccccc3)CC2)c1 (configuration not stated)	-1%	15%	0%	4%	?	-26%	-5%	-7%
CCN1C(=O)CC(N2CCN(C(c3ccccc3)c3ccccc3)CC2)C1=O (configuration not stated)	2%	-1%	5%	-1%	-2%	-17%	3%	-9%
O=C(Cc1cccs1)N1CCCC(c2nc3c(nnn3Cc3ccc(F)cc3)c(=O)[nH]2)C1 (configuration not stated)	-1%	-1%	8%	-4%	1%	-7%	-3%	12%
Cc1cccc(-n2ncc3c(N4CCc5ccccc54)ncnc32)c1	-3%	-5%	5%	-3%	8%	?	?	-8%
CCOC(=O)c1c(NC(=O)CSc2ncnc3ccccc23)sc(C)c1C	-3%	-2%	12%	6%	14µM*	-28%	7%	-1%
O=C(O)CCC(=O)N1CCN(c2cccc(Cl)c2)CC1	-5%	-2%	-4%	1%	28µM*	?	-3%	-3%
Continued:
SMILES	aGlu spleen mod	GLA spleen mod	RGS12 GoLoco inh	GAA inh	ALDH1A1 block	SMN2 splice enh	JMJD2E inh	GAA glycogen mod
COCc1ccc([C@@H]2C[C@H]3CN(Cc4ccccc4C)C(=O)[C@]34CCCN24)o1	-5%	-4%	-13%	?	20µM*	.	1%	-1%
CCCS(=O)(=O)c1c(S(=O)(=O)CCC)c2cnccn2c1C(=O)c1ccc(CC)cc1	-3%	-3%	10%	-4%	?	1%	-9%	-3%
Cc1cc(-c2c(C(=O)N3CCOCC3)c(C)nn2-c2ccccc2)no1	2%	5%	3%	4%[15.4 µM]	8%	.	1%	-5%
c1ccc2c(-c3nc(-c4ccncc4)no3)cccc2c1	-2%	7%	14%	-7%	?	?	?	-1%
Cc1ccc(S(=O)(=O)N(C)c2ccc(C)c([N+](=O)[O-])c2)cc1	10%	7%	0%	-9%	3%	-3%	-1%	4%
CC(C)CCn1c(C(C)O)nc2ccccc21 (configuration not stated)	-15%	5%	8%	-11%	5%	-23%	6%	5%
CC1CCN(C(=O)Cn2c(SCC(=O)Nc3nccs3)nc3ccccc32)CC1	0%	2%	18%	13%	-13%	9%	0%	-11%
CC(/C=N/NC(=O)CSc1nc(C)cc(C)n1)=C\c1ccccc1	-4%	-4%	8%	1%	0%	7%	1%	8%
COC(=O)c1cnc(N2CCOCC2)nc1C(F)(F)F	4%	3%	5%	.	.	.	0%	-4%
CC(=O)c1ccc(OCC(O)CN2CCN(c3ccccn3)CC2)cc1 (configuration not stated)	-6%	-12%	1%	6%[15.4 µM]	4%	-12%	-3%	-6%
O=C(Nc1ccc(N2CCOCC2)cc1)c1cnsn1	-7%	2%	-12%	-3%	3%	2.8µM*	5%	1%
O=C1Cc2ccccc2Sc2c(OCCN3CCCCC3)cccc21	4%	0%	5%	-3%	?	1%	3%	2%
CC(C)C[C@H](NC(=O)c1nc[nH]c1C(=O)N[C@@H](CC(C)C)C(=O)OC(C)(C)C)C(=O)OC(C)(C)C	3%	-1%	8%	.	.	.	12%	-14%
COc1ccc(NC(=O)CSc2nnc(CNC(=O)COc3ccc(Cl)cc3)o2)c(OC)c1	-7%	0%	3%	-11%	2%	-28%	7%	1%
O=c1ccc2cc(S(=O)(=O)Nc3ccc(F)cc3)ccc2o1	-6%	-3%	-7%	-12%	12%	21%	1%	2%
COc1cc(/C=C/C(=O)OCC(=O)NCCC2=CCCCC2)ccc1O	2%	6%	-3%	10%	?	6%	?	?
COc1ccccc1N1CCN(c2cc(C)nc3nc(C)nn23)CC1	-4%	2%	-2%	-3%	-3%	20%	-3%	-2%
Cc1cc(C)nc(NC(=O)c2ccc(Cl)cc2Cl)n1	-4%	-1%	15%	6%	-4%	.	-13%	-10%
COc1cccc(NC(=O)C2CCCN2C(=O)Nc2cccc(F)c2)c1 (configuration not stated)	4%	0%	-1%	2%	14%	6%	6%	4%
CCC(=O)N1CCC2(CC1)Oc1ccc(Cl)cc1C(=O)C21CC(c2ccc(Cl)cc2)=NO1 (configuration not stated)	2%	-4%	-17%	.	.	.	-7%	1%
CCSc1nnc(-c2cc(Br)ccc2NC(C)=O)c(=O)[nH]1	-7%	-5%	8%	.	.	.	2%	4%
CCCCCCn1c(SCC(=O)c2ccccc2)nc2c1c(=O)[nH]c(=O)n2C	-7%	-3%	-8%	-1%	?	2%	2%	-1%
Cc1cccc(OCc2nc(-c3ccccn3)n[nH]2)c1	-7%	-3%	-3%	3%	7%	-42%[inhibitor]	-25%	1%
COc1ccc(C(=O)OCC(=O)Nc2ccccc2)cc1[N+](=O)[O-]	0%	-1%	-6%	-11%	?	-31%[inhibitor]	4%	0%
O=C(Cc1cccs1)Nc1nnc(SCC(=O)NC2CCCCC2)s1	-2%	-4%	31%[activator]	-1%	2%	1%	2%	4%
(more compounds)
SMILES	aGlu spleen mod	GLA spleen mod	RGS12 GoLoco inh	GAA inh	ALDH1A1 block	SMN2 splice enh	JMJD2E inh	GAA glycogen mod
CCOC(=O)C(CCCOc1ccccc1C)C(=O)OCC	-1%	-1%	-26%	-9%	-2%	1%	2%	3%
CC1CCC(C(C)C)C(OC(=O)C2=C3c4ccccc4S(=O)(=O)N3CC2)C1 (configuration not stated)	8%	-1%	-2%	-4%	?	-14%	?	1%
Cc1nc2ccccc2cc1C(=O)O	2%	4%	3%	-1%	7%	-2%	-2%	8%
COCCn1c(Cc2ccccc2)nnc1SCC(=O)N(C)C	-12%	-4%	-4%	8%	2%	-10%	5%	6%
Cc1nn2c(NCc3ccccn3)cc(C(C)C)nc2c1-c1ccccc1	-1%	-2%	12%	.	.	.	?	0%
Cc1cc2ncc(C(=O)Nc3ccccc3)c(C)n2n1	-2%	10%	-11%	0%	1%	-2%	0%	6%
COc1ccccc1N1CCN(/N=C/c2c(C)nn(-c3ccccc3)c2C)CC1	3%	7%	-6%	-8%	-8%	-23%	?	-25%
COc1ccc(C(=S)N2CCC(C(N)=O)CC2)cc1Br	0%	-8%	13%	-2%	?	2%	0%	7%
O=C(CCn1cnc2ccccc2c1=O)Nc1ccc(S(=O)(=O)N2CCCCC2)cc1	1%	8%	-1%	-10%	-6%	-26%	8%	-13%
O=c1[nH]c(CSc2ncn[nH]2)nc2ccccc12	-17%	0%	0%	.	.	.	-17%	2%
O=C(Nc1nc(-c2ccc(Br)cc2)cs1)c1cccnc1	0%	3%	1%	1%	20%	-17%	-1%	5%
Cc1c(Nc2cc(=O)oc3ccccc23)c(=O)n(-c2ccccc2)n1C	-4%	-6%	-1%	-6%	6%	9%	9%	2%
O=c1[nH]c(SCc2nc3ccccc3n2Cc2ccccc2)nc2ccccc12	-2%	6%	-21%	-4%	?	5%	2%	3%

Screening data deposited in PubChem by National Center for Advancing Translational Sciences (NCATS).
